# Screening data (PubChem BioAssay)
# Insulin prom up = MIN6 insulin promoter up-regulation; MIN6 insulin promoter-GFP reporter, high-content imaging; active compounds read high; z-score at 5 µM; 0.3% of 190,000 active; AID 1625;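 active = z-score above 3 at 5 µM with at least 500 cells counted in the well; inconclusive = wells under 500 cells, flagged as cytotoxic or low count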
# Dynein transport = dynein cargo transport inhibition; 3617.4 mouse cells, GR-EGFP nuclear translocation imaging; test concentration mostly 20 µM; stimulated with dexamethasone, 1 µM; active compounds read low; 0.47% of 220,000 active; z-score, hits read low;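 active = plate z-score of nuclear minus cytoplasmic receptor signal below a set negative limit, without overly bright fluorescence or cell loss, cut at about -3.5 in these data, passing the limit was not always enough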;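 note: z-score of nuclear minus cytoplasmic ring GR-EGFP intensity difference per well; some compounds called inactive have numbers as strong as hits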
#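 Medium: Induction medium lacking tetracycline, stripped serum | Probe or stimulus: 1.0 µM final dexamethasone stimulus | Schedule: 48 h induction, then 1 h compound, then 30 min agonist, 37 °C | Signal: Automated 10x imaging of fixed Hoechst-stained cells | Evaluation: Per-cell GR-EGFP intensity, nucleus versus surrounding cytoplasmic ring, well-averaged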
# ER stress rescue = rescue of cells from ER stress-induced death, primary screen, 384-well, CSM14.1, thapsigargin, ATP luminescence (AID 1222); CSM14.1 thapsigargin-induced death rescue, ATP luminescence; higher % means a stronger effect; cellular ATP content (survival), % at 20 µM, or EC50 in µM where a hit was titrated; 190,000 tested, under 10 active;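 active = EC50 below 50 µM in the dose-response confirmation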;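 note: death triggered by thapsigargin at about 15 µM added after 2 h compound pretreatment; cell ATP read after overnight thapsigargin exposure of roughly 18 to 22 hours; normalized against plate controls of thapsigargin alone and 5% DMSO vehicle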
# b-catenin transl = beta-catenin nuclear translocation modulation; HeLa beta-catenin nuclear translocation, immunofluorescence imaging; nuclear translocation activity, % at 5 µM; 0.3% of 190,000 active;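 active = nuclear translocation activity above 50% at 5 µM, with a well cell count of 50 or more; inconclusive = wells under 50 cells across six images, flagged as toxic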;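 note: per-cell ratio of nuclear to cytoplasmic median beta-catenin stain intensity; plate controls were DMSO negative control for no effect and GSK-3 inhibitor IX positive control for full effect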
#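 Read-out: Nuclear/cytoplasmic beta-catenin signal ratio, % activation | Assay system: Human HeLa cell line | Times: 24 h compound exposure at 37°C, 5% CO2 | Signal: Fluorescence imaging of beta-catenin antibody stain plus DAPI | Dosing: 5 µM primary, 0.02–20 µM confirmation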
# MT stabilizer = microtubule stabilizers in HeLa cells; HeLa tubulin immunostaining HCS, 24 h; share of cells brighter than vehicle mean+2SD; % tubulin-high responders, % at 10 µM; 0.83% of 200,000 active; AID 2205;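 active = plate Z-score above 3 for both tubulin-high and condensed-nucleus cell shares, with cell loss under 80%, at 10 µM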;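 note: anti alpha tubulin signal scored within the nucleus-defined area of each cell; some results filed as inactive read as strong as hits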
# WT yeast gro inh = growth inhibition of WT yeast, mitochondrial fusion screen | mitochondrial fusion phenotypic screen, WT strain | inhibition, % at 10 µM | 2.1% of 190,000 active | AID 1362; in the data active = inhibition above about 58%; tested in S. cerevisiae
# XIAP displacement = small molecules displacing peptide from XIAP – biochemical, IAP family, fluorescence polarization (AID 1018); XIAP BIR domain, fluorescence polarization peptide displacement; higher % means a stronger effect; displacement, % at 20 µM, or IC50 in µM where a hit was titrated; 0.007% of 200,000 active; in the data active = displacement above about 50%; note: a part of the inactive calls stands beside numbers as strong as those of hits
# Autophagy mod = modulators of autophagy; calls only at 10 µM (by protocol); MEF GFP-LC3 puncta imaging; test concentration mostly 10 µM; 0.98% of 190,000 active;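 active = percentage of spot-positive cells more than 3 SD above its plate mean, without a fluorescence outlier flag or 80% toxicity; inconclusive = no clear call, values can overlap the other calls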;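 note: spot-positive cell cutoff set from DMSO-treated cells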
# Lipid droplet = modulators of hepatic lipid droplet formation. 0.4% of 240,000 active. inhibition, % at 6.5 µM. AML12 mouse hepatocytes, oleate lipid droplets, BODIPY imaging;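 active = lipid droplet intensity inhibited by at least 50%, with more than 500 cells counted; inconclusive = wells with under 300 cells, treated as cytotoxic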
#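 Test system: AML12 mouse liver cells; schedule: overnight exposure; technique: high-content imaging of BODIPY-stained droplets and DAPI nuclei; read-out: % inhibition of corrected integrated BODIPY droplet signal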
# WT yeast gro inh mutant strain = recorded beside WT yeast gro inh, whose call it bears; inhibition, %; mitochondrial fusion phenotypic screen, mutant strain inhibition
# Dynein transport cytoplasmic EGFP = further read-out of Dynein transport, marked with its call; z-score; measured here: cytoplasmic GR-EGFP intensity; active compounds read high
# Dynein transport nuclear GR-EGFP = recorded beside Dynein transport, whose call it bears; z-score; measured here: nuclear GR-EGFP intensity;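 lower value marks the stronger effect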
# Dynein transport cell count = recorded beside Dynein transport, whose call it bears; z-score; measured here: cell count per field
# Insulin prom up cell count = second read-out of Insulin prom up, no call of its own (marks repeat the call); cell count; measured here: cytotoxicity, nuclei count;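 total cells summed across four imaged fields per well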
# Lipid droplet cells 6.5 µM = also measured in Lipid droplet; calls as there; cell count; measured here: cell count, cytotoxicity flag;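 cells counted across two imaged fields per well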
# b-catenin transl cell count 5 µM = second read-out of b-catenin transl, no call of its own (marks repeat the call); cell count; measured here: cell count, cytotoxicity flag
# MT stabilizer Hoechst-high % = also measured in MT stabilizer; calls as there; % Hoechst-high responders; measured here: nuclear condensation Hoechst responders;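 share of cells brighter than vehicle mean plus two SD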
# MT stabilizer cytotoxicity % = further read-out of MT stabilizer, marked with its call; toxicity, %; measured here: cytotoxicity by cell density;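 0% = mean cell density of plate MIN control wells and 100% = no cells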
# Autophagy mod cell loss 18 h = further read-out of Autophagy mod, marked with its call; toxicity, %; measured here: cell loss, nuclei count;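 cell loss after 18 h compound exposure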
# An asterisk follows results filed as active; i = inactive; ? = inconclusive; · = no result given. Random draw from the library, and some 4% of all compounds hit somewhere here.
Molecule	Insulin prom up	Insulin prom up cell count	Dynein transport	Dynein transport cytoplasmic EGFP	Dynein transport nuclear GR-EGFP	Dynein transport cell count	ER stress rescue	b-catenin transl	b-catenin transl cell count 5 µM	MT stabilizer	MT stabilizer Hoechst-high %	MT stabilizer cytotoxicity %	WT yeast gro inh	WT yeast gro inh mutant strain	XIAP displacement	Autophagy mod	Autophagy mod cell loss 18 h	Lipid droplet	Lipid droplet cells 6.5 µM
Cc1nn(Cc2ccccc2Cl)c(C)c1NC(=O)CSc1n[nH]c(C)c1[N+](=O)[O-]	·	·	-0.293	-0.269	-0.303	0.63	1.7%	2.2	953	3.1	3.2	4.9	4.4	7.9	-2.5%	i	10.3	0.2	675
N#C/C(=C\Nc1ccc(Cl)cn1)S(=O)(=O)c1ccccc1	-0.41	1463	0.468	-0.258	0.18	0.156	·	-1.3	1098	·	·	·	·	·	·	·	·	1.2	702
CCCn1c(=N)n(CC(=O)O)c2ccccc21	·	·	-0.293	-0.224	-0.225	0.769	·	·	·	1.4	1.8	8.1	-10.2	2.4	·	i	-5.0	·	·
S=C(NCCc1ccccc1)N1CCn2cccc2C1c1ccncc1 (stereo not drawn)	0.43	1324	0.319	-0.197	-0.234	0.43	-0.1%	0.4	1507	4.3	3.3	5.3	-22.6	-14.3	-1.3%	i	-4.2	-7.9	695
O=C1NC(=O)/C(=C/c2ccccn2)S1	-0.03	1040	-0.152	-0.213	-0.114	0.676	·	0.8	1338	·	·	·	·	·	·	·	·	-24.2	739
COc1ccc(-c2[nH]ncc2CNCc2cc(C)n(C)n2)c(F)c1	0	1526	0.436	-0.229	0.541	0.0684	0.5%	1.6	906	·	·	·	-3.0	-16.8	-2.7%	i	-21.0	10.1	732
CN(C)S(=O)(=O)c1ccc(NC(=O)CSc2ncnc3ccccc23)cc1	-0.44	1403	-0.0895	-0.186	-0.00506	-0.0992	3.0%	2.7	1080	4.4	1.6	9.4	-4.5	-5.2	-6.1%	i	29.4	-18.0	640
CC(C)(C)NC(=O)CN(C(=O)CNC(=O)c1cccs1)c1ccc2c(c1)OCCO2	0.06	1924	-0.0514	-0.209	-0.514	0.547	-1.4%	-0.5	1015	0.9	2.3	10.7	-4.3	-1.6	-1.8%	i	-2.6	-23.1	559
S=C1NC2(CCCCC2)Cc2ccccc21	·	·	-0.279	-0.234	-0.333	0.375	-2.0%	-0.7	936	2.5	3.0	5.7	68.6*	50.3*	-3.7%	i	-8.3	-4.0	533
COC(=O)[C@H](CC(C)C)NC(=O)NC1CCCCC1C (stereo partly drawn)	·	·	0.307	-0.206	0.165	1.14	1.3%	-2.2	1210	5.0	2.0	3.6	-26.6	-21.8	-5.2%	i	2.9	1.0	766
Clc1ccc(OCCn2cnc3ccccc32)cc1	-0.01	1227	-0.224	-0.213	-0.171	0.228	4.6%	0.7	1197	4.0	2.3	1.7	15.2	6.5	-5.7%	i	21.7	4.2	744
Cc1cc(C)c2cc3c(N)c(C(=O)N4CCOCC4)sc3nc2c1	0.1	1389	-0.2	-0.223	0.0589	0.414	-1.6%	0.5	993	4.2	1.9	8.3	7.4	4.0	-4.4%	i	6.4	7.4	756
O=C(COc1ccccc1)NC(=S)Nc1ccc2c3c(cccc13)CC2	-0.93	947	-2.3	0.0959	-0.957	1.15	-0.3%	·	·	0.6	0.7	4.9	26.9	27.8	-5.4%	i	-0.2	·	·
CNC(=O)c1ccc(CNC(=O)OCc2ccccc2)cc1	-0.75	1424	-0.474	-0.236	-0.191	0.646	-0.4%	-5.5	1133	2.0	1.8	0.8	5.2	4.3	-2.0%	i	10.2	-1.1	703
C/C(N)=C(/C#N)C(=O)CSc1nnc(-c2ccccc2)n1C	-0.68	1282	-0.0421	-0.266	-0.28	0.0661	·	0.3	1315	·	·	·	·	·	·	·	·	-4.0	657
O=C(Oc1cccnc1)c1ccc([N+](=O)[O-])cc1	0.34	1186	-0.209	-0.293	-0.482	0.284	10.8%	-0.8	916	3.6	4.0	2.9	0.9	0.8	-8.7%	i	-2.7	2.9	525
Cc1c(NC(=S)N/N=C/C=C/c2ccc([N+](=O)[O-])cc2)c(=O)n(-c2ccccc2)n1C	-0.59	1188	0.522	0.0316	1.2	-1.38	-0.6%	·	·	3.9	3.0	5.2	11.1	16.5	-3.8%	i	12.8	-3.1	632
CS(=O)(=O)c1ccc(Cl)c(NC(=O)c2ccc3ccccc3c2)c1	-0.17	1434	-0.703	-0.306	-0.571	0.698	-0.8%	3.0	1058	4.0	2.8	8.2	-17.3	19.6	-3.4%	i	10.5	12.3	671
CC(C)Sc1nc2sc3c(c2c2nnc(SCC(=O)NCc4ccco4)n12)CCCC3	-0.57	1858	-1.05	0.133	-0.266	0.617	-0.9%	-2.6	1155	4.4	2.6	6.9	14.3	15.4	-14.6%	i	-6.8	-16.3	571
O=C(Oc1ccc2ccccc2c1)c1ccco1	·	·	0.333	-0.116	0.37	0.209	-2.5%	-2.5	878	3.8	1.9	5.2	4.6	-30.9	-23.1%	i	-55.2	·	·
Cc1ccc(NC(=S)N2CCOCC2)cc1	-0.05	1283	0.058	-0.253	0.0123	1.19	-3.2%	-3.1	543	2.7	2.3	12.7	2.2	-3.4	-10.8%	i	1.2	-3.9	668
COc1ccc(Cl)cc1C(=O)NCc1cn(C)nc1C	0.21	1670	-0.461	-0.16	-0.89	-0.665	-0.2%	0.8	1388	2.5	1.3	2.3	-1.6	1.2	-5.3%	i	-0.1	·	·
CC(=O)N(C(C)=O)n1c(C)nc2sc3c(c2c1=O)CCCC3	-0.22	1407	3.15	0.121	1.88	-1.7	1.0%	1.2	1531	2.8	1.1	3.5	-1.9	-2.5	-2.9%	i	-14.2	9.7	702
O=C(O)c1ccc(N/N=C/c2ccc3nccnc3c2)cc1	-0.04	1402	0.408	-0.221	0.179	-0.131	·	-0.9	993	·	·	·	·	·	·	·	·	3.0	750
CCOc1ccc(Oc2nc(C)cc(OC)n2)nn1	1.08	1137	-0.526	-0.157	0.26	0.664	-1.3%	-2.4	530	2.8	2.4	0.2	-4.2	-12.2	-1.8%	i	-0.2	-24.6	758
CN1CCN(c2ccc(C(=O)NC3CCCCC3)cc2[N+](=O)[O-])CC1	-0.3	1532	1.05	-0.315	1.16	-0.492	-1.5%	-5.2	1108	2.3	2.3	10.8	-0.8	-6.0	-4.2%	i	-0.9	-19.6	583
COc1cccc2cc3c(=O)n(-c4ccccc4)nc-3oc12	0.34	831	-0.801	-0.234	-0.331	0.319	-0.2%	·	·	3.5	2.5	11.0	11.8	5.0	-5.2%	i	-2.1	·	·
CC1CCCCC1NCC(=O)NCc1ccc(F)cc1 (stereo not drawn)	-0.07	1275	-0.321	-0.146	-0.19	-0.688	-0.6%	-2.5	1153	4.6	3.2	5.8	-10.3	-13.3	-4.5%	i	-12.6	9.0	715
CCN(c1ccccc1)S(=O)(=O)c1ccc(Cl)c(NC(=O)CSc2nncn2C)c1	-0.08	1341	-0.641	-0.227	-0.312	0.215	-2.4%	-0.2	1077	1.5	3.7	8.3	-5.9	-8.5	-7.3%	i	-2.7	17.7	537
O=C(CCN1C(=O)/C(=C\c2cccs2)SC1=S)Nc1nccs1	-0.18	1561	-0.348	-0.323	-0.398	0.643	1.6%	0.6	1052	5.7	2.0	5.8	-10.3	-4.9	-3.4%	i	2.2	-8.9	456
O=C(COC(=O)c1cc2ccccc2cc1O)Nc1cccnc1Cl	0.51	1405	-0.496	-0.211	-0.57	0.241	1.1%	1.1	918	1.2	3.0	8.2	-36.9	6.3	-0.3%	i	10.4	?	·
COc1ccc(NC(=O)CN2CCCN(S(=O)(=O)c3ccc(F)cc3)CC2)c(OC)c1	-1	1202	0.0907	-0.296	0.271	-0.237	-1.2%	0.5	1002	3.2	1.4	9.7	-4.2	-2.4	-2.4%	i	20.9	-4.9	718
CCN1CCN(CCCNC(=O)C(NC(=O)C2CCC(C)CC2)C(C)C)CC1 (stereo not drawn)	0.38	1505	-0.725	-0.322	-0.113	0.569	-1.7%	-2.1	1418	5.4	2.4	1.1	2.5	22.0	-2.2%	i	16.1	·	·
NC(CC(=O)NC(c1ccccc1)(c1ccccc1)c1ccccc1)C(=O)O (stereo not drawn)	-0.4	966	2.57	-0.244	1.69	-1.46	-5.7%	-1.2	1075	7.1	0.8	4.4	-7.3	4.3	-5.1%	i	32.3	-1.9	709
CC(C)CCn1nnnc1C(C(C)C)N1CCC(C(N)=O)CC1 (stereo not drawn)	·	·	0.389	-0.161	0.0765	1.18	-5.7%	-0.2	586	3.3	2.4	11.5	-22.0	-1.1	-18.2%	i	13.9	-4.4	721
